Bioassay records: PubChem, National Center for Advancing Translational Sciences (NCATS)
Pf Dd2 inh: blocks in vitro growth of P. falciparum Dd2 | P. falciparum Dd2 growth, SYBR Green, 72 h | Potency, µM (top dose mostly 28.9 µM), for the others: top-dose activity, negative = inhibition, usual class: inhibitors | 4.3% of 120,000 active; active = well fitted inhibition curve with a large enough effect; inconclusive = small, poorly fitted or top-dose-only effect; inactive = no such curve, though single readings can be large or run the other way;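 note: plate controls were DMSO vehicle for no effect and reference drug for full effect; nearly all actives have a fitted effect of over 65% in size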
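Infected erythrocytes (Dd2, 0.3% parasitemia, 2.5% hematocrit final) are added to compound in RPMI-1640/Albumax II medium, grown 72 h at 37C in low oxygen, then lysed with saponin/Triton-X containing SYBR Green and read by fluorescence.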
The depositor's hits bear a star; i = inactive; ? = inconclusive; [ ] = another dose, or the depositor's remark. Potency is the fitted concentration of half-maximal effect. Only part of the results is shown. The share of hits here may be higher or lower than overall.

canonical_smiles,Pf Dd2 inh
Cn1nc2n(c1=O)CCC(NC(=O)CCC1CCCCC1)CC2 (stereo unspecified),17%
COc1cc(-c2[nH]ncc2CN(CCO)Cc2ccccc2)cc(OC)c1OC,?
Cc1cc(N2CCN(c3cccc(C(F)(F)F)c3)CC2)n2nc(-c3ccccc3)nc2n1,20%
CCc1noc(-c2cn(C3CCCN(C(=O)c4ccccc4)C3)nn2)n1 (stereo unspecified),-18%
O=c1c2sc3ccccc3c2n(Cc2ccc(F)cc2)c(=O)n1Cc1ccco1,50%[activator]
CC(C)c1cc(C(=O)NCc2cccnc2Oc2cccc(C(F)(F)F)c2)n[nH]1,-12%
COc1ccc(Cl)cc1NC(=O)CSc1c2c(nc3ccccc13)CCC2,?
CN(C)c1ccc(CN[C@H]2C[C@H]3C(=O)NC[C@@H](CCC(=O)NCc4ccc(F)cc4)N3C2)cc1,-3%
c1ccc(CC2CCN(Cc3nnc4cc(-c5nc(-c6ccccc6)no5)ccn34)CC2)cc1,19%
O=C(CSc1nccn1Cc1ccc(Cl)cc1)Nc1ccc2c(c1)OCO2,34%[activator]
Cc1ccc(CN2C[C@@H]3C(=O)N(CCc4ccccc4)C(=O)[C@@H]3C2)c(C)c1,?
COCC(=O)NC[C@H]1OC[C@@H](NC2CCCCC2)[C@@H]1O,20%[44.1 µM]
CCn1nc(C)c2c(-c3ccccc3)cc(=O)n(C(C)C(=O)Nc3cc(C)ccc3C)c21 (stereo unspecified),-3%
CNc1ccc(-c2noc([C@@H]3CCCN3C3CCC3)n2)cn1,-7%[44.1 µM]
Cc1ccc(-c2noc(CSc3nnc(C)n3-c3ccc(C)c(C)c3)n2)cc1,14%
Cc1noc(/C=C/N(C)C)c1S(=O)(=O)N1CCCC(C(=O)Nc2ccc(F)cc2F)C1 (stereo unspecified),15%
CCc1ccc(C(=O)N2CCn3nc(C(O)c4ccccc4)cc3C2)s1 (stereo unspecified),-20%
Cc1ccc(CN2CCn3c(nn(-c4ccncc4)c3=O)C2)cc1,-28%[44.1 µM]
O=C(COc1ccccc1)N1CCC2(CC1)CC(OCC1CC1)CCO2 (stereo unspecified),?
COCCCNC(=O)Cn1cnc2sc(C)c(S(=O)(=O)N3CCN(c4ccccc4OC)CC3)c2c1=O,-13%
CCc1ccc(NC(=O)Cn2c(=O)n(Cc3ccc4c(c3)OCO4)c(=O)c3oc4ccccc4c32)cc1,-3%
Cc1ccc(C(=O)N2C[C@@H](CO)[C@H](c3ccccn3)C2)c(C)c1,-2%
Cn1c(=O)c2c(-c3ccccc3)n(-c3cccc(C#N)c3)cc2n(C)c1=O,?
C[C@@H](NC(=O)[C@@H]1C[C@@H](NS(=O)(=O)c2cccs2)CCN1C(=O)c1ccco1)C(N)=O,-8%
COc1ccc(S(=O)(=O)Nc2ccc(C)n(CC(=O)NCc3ccco3)c2=O)cc1,i
Cc1cc(C)cc(NC(=O)C2CCN(c3cc(C)nc4c(-c5ccc(Cl)cc5)c(C)nn34)CC2)c1,15%
O=C(CSc1ncc(S(=O)(=O)c2ccc(Cl)cc2)c(=O)[nH]1)Nc1ccc2c(c1)OCCO2,16%
Cn1c(CO[C@H]2CN(S(=O)(=O)c3ccc(Cl)cc3)C[C@H]2F)nc2ccccc21,i
Cc1cc(C)cc(NC(=O)CN2C(=O)c3ccccc3Sc3ccc(C(=O)N4CCOCC4)cc32)c1,2%
COC1CN(C2CCN(C(=O)NC(C)(C)C)CC2)C12CCOCC2 (stereo unspecified),-3%
Cc1cc(C(=O)N(CC2CCN(Cc3ccccc3C)CC2)CC2CCCO2)c(C)o1 (stereo unspecified),?
COCCN1C(=O)CC[C@@]2(C(=O)NCc3ccncc3)CCCC[C@H]12,10%
O=c1c2cc(-c3ccc(F)cc3)nn2ccn1CC(O)c1ccc2c(c1)OCO2 (stereo unspecified),-7%
CNCCN1C(=O)CC[C@H]2CN(C(=O)CCCn3cnnn3)CC[C@H]21,5%
Cn1c(=O)cc(OCC(=O)NCc2ccc(F)cc2Cl)c2ccccc21,26%
CCc1ccc(CNCc2c(C(=O)O)n(Cc3ccc(F)cc3Cl)c3cc(OC)ccc23)cc1,i
CN1CCC(OC2CCN(S(=O)(=O)c3ccc(F)cc3)CC2)CC1,?
O=C([C@@H]1C[C@H](F)CN1C(=O)c1ccoc1)N1CCCCC1,i
COc1ccccc1C(=O)N1CC2(C1)C(=O)Nc1ccccc12,-2%
O=C(NC[C@H]1Cn2ccnc2CO1)c1ccc(C(F)(F)F)cc1,-19%[44.1 µM]
Cc1ccc(CNC(=O)c2c[nH]c3ccc(S(=O)(=O)N4CCOCC4)cc3c2=O)cc1,-22%
O=C(Nc1ccccc1)C1CN(S(=O)(=O)c2cccnc2)CC12CCCCC2 (stereo unspecified),i
COc1ccc(N2C(=O)C3(CCCCC3)C2C(=O)N2CCN(C(C)C)CC2)cc1 (stereo unspecified),-26%
CS(=O)(=O)N1CCC2(CC1)CN(C(=O)c1ccc(Cl)cc1)CCO2,0%
O=C(O)C[C@@H]1CCN(C(=O)Nc2ccccc2)C[C@@H]1CCN1CCCCC1,5%[44.1 µM]
CCOC(=O)CC(NC(=O)CCc1c(C)nc2ncnn2c1C)c1ccc(OC(C)C)cc1 (stereo unspecified),31%
CSc1nccc(-c2ccccc2CO)n1,-11%
O=C(C1COc2ccccc2O1)N(Cc1cccnc1)c1nc2ccc(Cl)cc2s1 (stereo unspecified),i

Part of the list above in order of length of the SMILES, rising:
canonical_smiles,Pf Dd2 inh
CSc1nccc(-c2ccccc2CO)n1,-11%
O=C(C1COc2ccccc2O1)N(Cc1cccnc1)c1nc2ccc(Cl)cc2s1 (stereo unspecified),i
O=C(O)C[C@@H]1CCN(C(=O)Nc2ccccc2)C[C@@H]1CCN1CCCCC1,5%[44.1 µM]

The main list resumes; the 4 compounds before the break are reprinted first.
canonical_smiles,Pf Dd2 inh
O=C(O)C[C@@H]1CCN(C(=O)Nc2ccccc2)C[C@@H]1CCN1CCCCC1,5%[44.1 µM]
CCOC(=O)CC(NC(=O)CCc1c(C)nc2ncnn2c1C)c1ccc(OC(C)C)cc1 (stereo unspecified),31%
CSc1nccc(-c2ccccc2CO)n1,-11%
O=C(C1COc2ccccc2O1)N(Cc1cccnc1)c1nc2ccc(Cl)cc2s1 (stereo unspecified),i
COc1ccc(CNC2(Cc3cc(-c4ccc(OC)cc4)on3)COC2)cc1,i
O=C(Cc1ccccc1F)N1CCN(c2cc(-c3ccc(Cl)cc3)[nH]n2)CC1,i
O=C(c1ccc(F)cc1)N1CCC2(CNc3ccccc3[S+](=O)([O-])N2)C1 (stereo unspecified),-5%
COc1ccc(-c2onc(C)c2C(=O)NCCSCc2ccco2)cc1,2%
COc1ccc(CCn2c(=O)c(-c3noc(C)n3)c3n(c2=O)CCCCC3)cc1,15%
COCCNC(=O)N1CCN(Cc2ccco2)CC(C(=O)O)C1 (stereo unspecified),8%
CS(=O)(=O)c1ccc(OCC2(CNC(=O)Nc3cccnc3)C[C@@H](O)[C@@H](O)C2)cc1 (stereo partly specified),-12%
O=C(NC1CCCCC1)C1CN(C(=O)c2cc(F)ccc2F)CC12CCOCC2 (stereo unspecified),-11%
CCc1cc2c(-c3ccccc3)cc(=O)oc2c2c1OCN(Cc1ccc(F)cc1)C2,3.5µM*
CC(C)(C)CC(=O)N1CCC2(CCC(=O)N(CC3CC3)CC2)CC1,-15%
CCN1CCN(c2ncc3c(n2)CCN(Cc2cc(Br)cs2)C3)CC1,13µM*
COc1ccc(Cl)cc1NC(=O)c1c(NCc2cccs2)sc2c1CCCC2,?

The list goes on.
structure | Pf Dd2 inh
COCCNC(=O)CC[C@]12CC[C@](C)(O)C[C@H]1C(C)(C)C[C@@H]2NS(=O)(=O)c1ccc(C)cc1 | -23%
O=C(Nc1cccc(Cl)c1)N1CCC(Oc2ncccc2C(=O)N2CCCCC2)C1 (stereo unspecified) | -27%
O=C(Nc1ccc(F)cc1)N1Cc2[nH]cnc2C[C@H]1c1nc(-c2ccc(F)cc2)no1 | i
Cc1ccc(Cl)cc1NC(=O)NC1COc2ccccc2C1 (stereo unspecified) | -18%
O=C(Cn1nc2c(cc1=O)CCCC2)NCCc1nc2ccccc2[nH]1 | 4%
O=C(c1n[nH]c2ccccc12)N1CCc2c(nc3cc(-c4ccccc4Cl)[nH]n3c2=O)C1 | ?
CCCCNc1ncc(C(=O)O)c(CC)n1 | -6%
CC(=O)N1CCC(C(=O)N2CCCCCCN(C)C(=O)[C@@H]3CCC[C@@H]32)CC1 | -1%
COc1ccc(NC(=O)c2c(C)oc3ccn(Cc4ccc(F)cc4)c(=O)c23)c(OC)c1 | ?
COc1cc(=O)n2c(c1C(=O)Nc1ccccc1)CCCC2 | 48%
CCN(C(=O)Cn1ncc2c(=O)oc3ccccc3c21)c1ccccc1F | -1%
CCN1c2cc(C(=O)Nc3ccc(N(C)C)cc3)ccc2C(=O)N2CCCCCC21 (stereo unspecified) | -1%
COc1cccc(CN2Cc3cc(NC(=O)Cc4cccs4)ccc3OCC2=O)c1OC | ?
O=C(NCc1ccccc1)C1CCN(S(=O)(=O)c2ccc3[nH]c(=O)ccc3c2)CC1 | -2%
Cn1nccc1C(=O)NC1CCCN(c2cc(-c3ccc(Cl)cc3)[nH]n2)C1 (stereo unspecified) | ?
Cc1ccc2nc3c(cc(C(=O)NCC4CCCO4)c(=N)n3C(C)C)c(=O)n2c1 (stereo unspecified) | 26%
CCC(=O)Nc1ccc(C2(C(=O)N3CCN(c4ccccc4F)CC3)CCC2)cc1 | -10%
COCCN1CCN(C(=O)C2C(C)(C)C2(C)C)[C@H]2CS(=O)(=O)C[C@H]21 | 0%
CC(C)CNC(=O)N1CCC(N2CC3CC(C2)[C@H]2CCCC(=O)N2C3)CC1 (stereo partly specified) | 1%
CN(C)C[C@@H]1CN(c2ccncn2)C[C@H]1NC(=O)c1nccc2ccccc12 | 24%
CCc1ccc(S(=O)(=O)c2cn(C)c3cc(N4CCN(CC)CC4)c(F)cc3c2=O)cc1 | 260%[activator][5.79 µM]
Cc1ccc(-c2nn3c(-c4ccc(C)cc4)nnc3c3ccccc23)cc1 | ?
COc1ccc(C(=O)N2CCn3c(nnc3C3CCNCC3)C2)cc1 | 9%
O=C(COc1ccccc1)NCC(c1ccc(Cl)cc1)N1CCCCC1 (stereo unspecified) | ?
CC(=O)N1CCC(C2CCN(Cc3cc(Cl)ccc3F)C2)CC1 (stereo unspecified) | ?
COc1ccccc1CNC(=O)C1CCN(C(=O)c2ncn3c2COC(c2ccc(C)cc2)C3)CC1 (stereo unspecified) | ?
CCC(=O)N1CCc2cc(S(=O)(=O)NC(CC(C)C)C(=O)Nc3cccc(C)c3C)ccc21 (stereo unspecified) | -18%
COc1ccc(-c2cc(N3CCN(C(=O)Cc4ccccc4)CC3)n[nH]2)cc1 | -13%
O=C1CSC2(C(=O)N(Cc3ccccc3F)c3ccccc32)N1c1cccc(C(F)(F)F)c1 (stereo unspecified) | 7.1µM*
COc1ccc(-n2cc(-c3ccccc3)c3c(NC4CCCC4)ncnc32)cc1 | i
CN(C(=O)CCNC(=O)Cn1cnc2ccccc2c1=O)c1ccccc1F | 31%[activator]
O=C(Cn1ncc2c3ccccc3n(Cc3ccccc3)c2c1=O)NC1CCCCCC1 | -20%
Cc1cc(C(F)(F)F)nc(CCNc2cc(C3CC(N)C3)nc(N)n2)n1 (stereo unspecified) | -21%
CCN1CC(c2ccccc2)CC2(CCN(C(=O)c3cc[nH]c3C)CC2)C1 (stereo unspecified) | ?
CNC(=O)N1CCC(C2CCN(C3CCSCC3)C2)CC1 (stereo unspecified) | i
COCc1ccc2c(c1)c(OC(C)(C)C(=O)NC(C)C)nn2Cc1cccnc1 | i
O=C(NC[C@H]1O[C@@H](CO)[C@@H](O)[C@H]1N1CCN(c2cccc(C(F)(F)F)c2)CC1)c1cccs1 | ?
O=C(Nc1ccc(F)c(F)c1)c1ccc(Cn2ccn3nc4c(c3c2=O)CCCC4)cc1 | ?
c1coc(CNC2(Cc3cc(CN4CCOCC4)on3)COC2)c1 | 14%[44.1 µM]
CCCCNC(=O)C1c2ccccc2C(=O)N(CCOC)C12CCCCC2 (stereo unspecified) | -13%
CC(C)Sc1ncc(Cl)c(C(=O)Nc2ccc(S(=O)(=O)N(C)c3ccccc3)cc2)n1 | i
Cc1ccc(NC(=O)c2cnn(-c3ccc(C)c(C)c3)c2C2CCN(C(=O)OC(C)(C)C)CC2)c(C)c1 | ?
CCCC1=Nc2cc(C(=O)NCc3ccccc3)ccc2Sc2ccccc21 | 11µM*
CCOc1ccc(CCNC(=O)c2[nH]c3cc(OC)ccc3c2Sc2ccccc2)cc1OCC | ?
Cn1cccc1CNC(=O)C1c2ccccc2C(=O)N(C2CCCCC2)C12CCCC2 (stereo unspecified) | ?
O=C1NC2(Cc3ccccc31)CN(CC1CCOCC1)C2 | i
Cc1ccc(CNC(=O)N2CCCC(c3nn[nH]n3)C2)cc1 (stereo unspecified) | 18%
CN1CC(=O)N(c2ccccc2F)Cc2c(NCCc3ccc(F)cc3)ncnc21 | i
CCCCc1nn(CC(=O)NCc2noc(C3CCCO3)n2)c(=O)n1CC (stereo unspecified) | -6%
CC(C)C(=O)OCc1cc(=O)n2nc(C3CCCCC3)sc2n1 | 50%[activator]
Cc1cc(C)cc(N(C)S(=O)(=O)c2nnc(NC(=O)COc3ccc(C)c(C)c3)s2)c1 | 19%
CC(Oc1cccc(Cl)c1)C(=O)N1CCN(c2cc(-c3cccs3)[nH]n2)CC1 (stereo unspecified) | -4%
COc1ccccc1N1CCN(C2CCCN(Cc3nc(C(N)=O)no3)C2)CC1 (stereo unspecified) | -21%
COc1cccc(NC(=O)[C@@H]2C[C@@H](c3ccc(F)cc3)N(CCOc3ccccc3)C2)c1 | -10%[44.1 µM]
